# Assay outcomes from PubChem BioAssay.
# TDP1 cell noCPT: qHTS for Inhibitors of human tyrosyl-DNA phosphodiesterase 1 (TDP1): qHTS in cells in absence of CPT; Potency, µM (top dose mostly 46.2 µM), without a hit: at the highest dose activity change, negative = growth inhibition, hits mostly inhibitors; 420,000 compounds, 15% hits; DT40 Tdp1-/- hTDP1 cells, no CPT, ATP luminescence, 48 h; also: nearly all actives have a fitted effect of over 55% in size
#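 Chicken DT40 Tdp1-/- cells complemented with human TDP1, screened without camptothecin (DMSO vehicle only), 400 cells/well. Compounds pin-transferred, cells incubated at 37 °C for at least 48 hr. Growth read as ATP-dependent luminescence (CellTiter-Glo, 30 min at RT).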
# KAT2A inh: blocks human GCN5L2 histone acetyltransferase. Potency, µM (highest dose often 58.9 µM), without a hit: top-dose activity change, negative = inhibition, actives largely listed as inhibitors. GCN5L2 HAT assay, ThioGlo1 CoA-SH fluorescence. AID 504327. Q92830. 390,000 compounds, 0.21% hits
# Target sequence (Q92830 whole entry, looked up): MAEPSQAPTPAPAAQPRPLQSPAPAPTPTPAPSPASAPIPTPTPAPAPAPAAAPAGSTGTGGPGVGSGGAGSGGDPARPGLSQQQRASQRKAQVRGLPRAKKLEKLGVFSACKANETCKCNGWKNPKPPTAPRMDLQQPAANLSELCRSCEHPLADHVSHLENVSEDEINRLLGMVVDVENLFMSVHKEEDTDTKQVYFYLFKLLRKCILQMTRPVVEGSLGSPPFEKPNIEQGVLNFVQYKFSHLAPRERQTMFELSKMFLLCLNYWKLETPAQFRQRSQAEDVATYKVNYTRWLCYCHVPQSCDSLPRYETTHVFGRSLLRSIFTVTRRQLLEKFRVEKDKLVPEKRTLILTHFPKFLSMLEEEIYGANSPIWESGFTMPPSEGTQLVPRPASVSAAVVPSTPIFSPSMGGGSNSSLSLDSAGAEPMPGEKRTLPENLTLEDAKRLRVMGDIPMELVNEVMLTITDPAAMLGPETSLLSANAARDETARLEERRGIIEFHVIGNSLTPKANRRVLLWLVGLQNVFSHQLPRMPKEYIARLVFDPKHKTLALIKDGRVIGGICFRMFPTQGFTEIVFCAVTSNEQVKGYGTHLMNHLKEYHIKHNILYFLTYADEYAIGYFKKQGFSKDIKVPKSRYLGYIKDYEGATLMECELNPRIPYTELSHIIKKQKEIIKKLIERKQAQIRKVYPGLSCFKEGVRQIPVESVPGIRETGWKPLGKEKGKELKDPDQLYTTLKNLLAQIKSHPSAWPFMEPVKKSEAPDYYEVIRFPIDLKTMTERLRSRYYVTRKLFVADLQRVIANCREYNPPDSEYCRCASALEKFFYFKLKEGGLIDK
#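 Fluorescence readout, Ex340nm/Em540nm: ThioGlo1 (50uM final) reacts with free CoA thiol released as 20nM GCN5L2 acetylates H3(1-25) peptide (75uM) using acetyl-CoA (70uM). Compound and enzyme sat 15 min beforehand; 20 min room-temperature reaction.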
# TDP1 cell CPT: growth inhibition of DT40 Tdp1-/-;hTDP1 cells with camptothecin (screen for TDP1 inhibitors). chicken DT40 Tdp1-/-;hTDP1 cells + 20 nM CPT, ATP luminescence, 48 h. Potency, µM (doses to about 46.2 µM), inactives show at the highest dose activity change, negative = growth inhibition, actives largely listed as inhibitors. 420,000 compounds, 12% hits. AID 686979; also: nearly all actives have a fitted effect of over 55% in size
#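 Cell growth measured by CellTiter-Glo luminescence after a minimum 48 h, 37 C compound exposure with 20 nM CPT in Tdp1-knockout DT40 cells stably expressing hTDP1, seeded 400/well; qHTS titration format.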
# * = called active by the depositor; ? = inconclusive; . = no result given; [ ] = remark or other dose. Calls follow the shape of the dose curve; as a rule, active = well fitted curve in the direction sought with a large enough effect; inconclusive = small, poorly fitted or top-dose-only effect, or another doubt; inactive = no such curve, though single readings can be large; an effect the other way counts as inactive or inconclusive. % is scaled to controls: 0 for no effect and ±100 for the full control effect; potency is read from the fitted curve at half-maximal effect.
SMILES | TDP1 cell noCPT | KAT2A inh | TDP1 cell CPT
O=C1NC[C@H](CCCCN2C[C@H](Cc3ccc(O)cc3)N(CCc3ccccc3)C(=O)C2=O)N(CCC2CCCCC2)C1=O | -3% | . | 6%
CCCCCc1c(-c2cccc(Br)c2)ncn1CCc1ccccc1OC | 18µM* | . | 12µM*
O=C(CCC(=O)OCC(=O)c1ccccc1)Nc1cccc(Cl)c1 | -12% | 3% | 25%
CN(C(=O)COC(=O)c1ccc(Cl)c(S(=O)(=O)NCc2ccccc2)c1)C1CCS(=O)(=O)C1 (stereo not given) | 3% | . | -17%
CC(=O)OC[C@@]12C(=O)[C@@H](O)[C@@H](C)[C@]3(C[C@@H](c4ccoc4)O[C@@H]3OC(C)=O)[C@H]1CCC[C@]21CO1 | 4%[9.04 µM] | . | 4%[9.04 µM]
CCOc1ccccc1NC(=O)c1csc(C)c1C | -14% | -8% | -21%
CCOC(=O)C1C(=O)NC(c2ccccc2)=NC1c1ccc(O)c(OC)c1 (stereo not given) | -9% | 1% | -9%
CCOC(=O)c1ccc(NCc2cccnc2)cc1 | -24% | -4% | -13%
CC(Cc1ccccc1)NC(=O)CCNNC(=O)c1ccncc1 (stereo not given) | -29% | . | -27%
CCOC(=O)C1=C(O)/C(=C\c2ccc(CNC(=O)C(=O)Nc3ccccc3)o2)N=C1C | -11% | -30% | -14%
CCn1ncc(CN2CCC(n3nccc3NC(=O)c3ccccc3Cl)CC2)c1C | -15% | . | 2%
O=C(c1cccc(Cl)c1)C1CCCN(S(=O)(=O)c2ccccc2)C1 (stereo not given) | ? | -28% | ?
COc1cc(C(NC(C)=O)NC(C)=O)ccc1OCc1ccccc1 | 9% | 0% | 2%
Cc1cccn2c(=O)c3cc(S(=O)(=O)c4ccccc4)c(=N)n(Cc4ccco4)c3nc12 | 15% | -20% | 0%
Cc1c(C#N)c2ccccc2n1CC(=O)N1CCCC1 | -20% | -4% | ?
COCCNC(=S)N1CCc2cc(OC)c(OC)cc2C1COc1ccc(C(C)C)cc1 (stereo not given) | ? | -14% | ?
O=C(O)CCCn1cc(NC(=O)c2cccc(F)c2)cn1 | 4% | 4% | 2%
Nn1c(Cc2cccc3ccccc23)nnc1SCC(=O)NCC1CCCO1 (stereo not given) | -4% | -16% | -24%
Cc1ccccc1C(=O)N1CCC(C(=O)N(C)CC(=O)Nc2cccc(F)c2)CC1 | 22% | -4% | 2%
COc1ccccc1NC(=O)CSc1nnc(Cc2cccs2)n1C | 3% | -1% | ?
Cc1nc2nc[nH]n2c(=O)c1CCOC(=O)c1c(F)cccc1F | ? | -4% | -4%
CCc1cccc(NS(=O)(=O)c2ccc3c(c2)N(C)CCO3)c1 | ? | -7% | 13µM*
OCc1ccccc1SSc1ccccc1CO | 3.3µM* | . | 2.3µM*
O=C(CN1C(=O)C2CCCCN2c2ccc(C(=O)N3CCCC3)cc21)NCc1ccc(F)cc1 (stereo not given) | -15% | -15% | -20%
O=C(NNC(=O)c1ccc([N+](=O)[O-])cc1C(=O)O)c1ccncc1 | 8% | 0% | 8%

# Limited to TDP1 cell noCPT (6 entries from above):
canonical_smiles | TDP1 cell noCPT
COCCNC(=S)N1CCc2cc(OC)c(OC)cc2C1COc1ccc(C(C)C)cc1 (stereo not given) | ?
Cc1c(C#N)c2ccccc2n1CC(=O)N1CCCC1 | -20%
Nn1c(Cc2cccc3ccccc23)nnc1SCC(=O)NCC1CCCO1 (stereo not given) | -4%
O=C(NNC(=O)c1ccc([N+](=O)[O-])cc1C(=O)O)c1ccncc1 | 8%
CCOc1ccccc1NC(=O)c1csc(C)c1C | -14%
CCOC(=O)C1C(=O)NC(c2ccccc2)=NC1c1ccc(O)c(OC)c1 (stereo not given) | -9%

# The listing continues.
SMILES | TDP1 cell noCPT | KAT2A inh | TDP1 cell CPT
O=C(NCCN1C(=O)S/C(=C\c2cccnc2)C1=O)C1=NN(c2ccccc2)C(=O)CC1 | 23µM* | -7% | ?
CCCCCNC(=O)c1ccc2c(=O)n(CCCOCC)c(=S)[nH]c2c1 | 5% | -5% | -3%
COc1ccccc1-c1sc2ccccc2c1-c1ccc(C(C)=O)cc1 | ? | -7% | -23%
CC(C)(C)C(=O)OCc1cc(=O)n2nc(C3CCCCC3)sc2n1 | -28% | -2% | -19%
CN1CCN(S(=O)(=O)c2cccc(S(=O)(=O)c3ccc(Cl)cc3)c2)CC1 | 16µM* | . | ?
O=S(=O)(NC1CCCCC1)c1ccc(N2CCOCC2)nc1 | -28% | ? | -22%
CCCCCc1ccc(S(=O)(=O)Nc2cc(C)ccn2)cc1 | ? | -14% | -11%
COc1cc(C2/C(=C(\O)c3ccc4c(c3)CC(C)O4)C(=O)C(=O)N2c2nnc(C)s2)cc(OC)c1OC (stereo not given) | 11% | -3% | -25%
CC(=O)c1cccc(CN2CCC(n3nccc3NC(=O)CCOc3ccccc3)CC2)c1 | -18% | 1% | -14%
O=C(Cn1c(COc2ccccc2)nc2ccccc21)Nc1cccc(Cl)c1 | -8% | -1% | ?
COc1ccc(N2CCN(C(=O)c3cc4c(=O)n(Cc5cccnc5)ccc4nc3C)CC2)cc1 | -28% | -5% | -25%
CC(C)Cc1nc(N2CCN(C(=O)c3ccco3)CC2)c(C#N)c2c1CCC2 | -29% | -14% | ?
Cc1ccccc1Nc1nc(N)nc(COC(=O)/C=C/c2ccco2)n1 | ? | 1% | -6%
CCCCn1c(N)c(N(CCOC)C(=O)COC(=O)CCOc2ccccc2)c(=O)[nH]c1=O | 18% | -3% | 17%
NS(=O)(=O)c1cc2c(cc1Cl)N[C@@H]([C@@H]1C[C@@H]3C=C[C@H]1C3)NS2(=O)=O | -3% | . | 5%
O=C(c1cn(-c2ccccc2)nc1-c1cccnc1)N1CCCC(C(F)(F)F)C1 (stereo not given) | ? | -19% | -8%
COCCn1c(=O)[nH]c2cc(C(=O)NC(C)C)ccc2c1=O | -10% | -5% | -24%
COc1ccccc1C1CCN(Cc2ccc3ccccc3c2)CC1 | ? | 0% | ?
CCOC(=O)Cc1csc(NC(=O)CCCCCN2C(=O)c3ccccc3C2=O)n1 | -24% | 32%[activator] | -1%
O=C(O)COCC(=O)N1CCCN(c2ccc(C(F)(F)F)cn2)CC1 | -3% | -3% | -5%
COc1ccncc1-c1csc(C(O)c2ccccc2)n1 (stereo not given) | -45% | . | ?
O=C(Nc1ccc(Cl)cc1Cl)c1ccc2ncsc2c1 | -12% | -2% | -22%
CCOc1ccc(CNCc2ccccc2Cl)cc1 | ? | -16% | 16µM*
COC(=O)[C@H](Cc1ccc(O)cc1)NC(=O)Cn1ccc(NC(=O)OCc2ccccc2)nc1=O | 8% | 1% | 1%
COc1cc(OC)cc(C(=O)NNC(=O)Cc2cccs2)c1 | -1% | -9% | -7%
OC(CN1CCc2ccccc2C1)c1ccccc1 (stereo not given) | 1% | 3% | -4%
CC(=O)c1ccc(Sc2ccccc2N)c([N+](=O)[O-])c1 | -30% | -4% | -6%
CSC[C@H]1CN(c2ccccc2)C(=O)[C@@H]1CC(=O)Nc1ccc(Br)cc1 | -2% | . | 1%
Cc1ccc(NC(=O)CSc2nc(=O)n(Cc3ccccn3)c3c2CCC3)cc1F | 16µM* | -3% | ?
O=C1C2CCCCN2C(=O)N1CCCCN1CCN(c2ccccc2Oc2ccccc2)CC1 (stereo not given) | ? | -19% | ?
Cc1cccc(NC(=O)c2cccc(N3C(=O)CCC3=O)c2)c1 | 18% | -19% | -7%
COc1cc(/C=C2\SC(=Nc3cccnc3)NC2=O)cc(OC)c1OC | ? | ? | ?
O=C(c1cccs1)c1cn(CCOc2ccc(Cl)cc2)c2ccccc12 | 7.3µM* | 7% | ?
Cn1cc(CN2CCC(n3nccc3NC(=O)Cc3ccccc3)CC2)cn1 | 27% | -6% | -4%
c1cncc(-c2nn[nH]n2)c1 | 1% | 4% | -1%
COc1cccc(Nc2ncc3nc(C)c(=O)n(CCC#N)c3n2)c1 | 0.92µM* | -24% | 0.23µM*
COc1ccc2nc(SC(C)C(=O)NC3(C#N)CCCCC3)[nH]c2c1 (stereo not given) | ? | 1% | ?
CCOc1ccc(NC(=O)CSc2nnc(C)n2C2CC2)cc1S(=O)(=O)N1CCCC1 | 3% | -14% | -16%
Cc1oc(C(C)(C)C)cc1C(=O)N1CCN(c2ncccc2C(F)(F)F)CC1 | 23µM* | -14% | ?
COCCNC(=O)C1(C)CCCN(Cc2cc(C)ccc2C)C1 (stereo not given) | -7% | . | 7%
N#Cc1cc2c(=O)n3ccccc3nc2n(Cc2ccco2)c1=NC(=O)c1ccco1 | -30% | -3% | 4%
Cc1cc(C)c2cc(C#N)c(NCCCNC(=O)c3ccncc3)nc2c1 | ? | . | ?
CC(C)(C)OC(=O)CNC(=O)c1nc[nH]c1C(=O)N1CCNCC1 | 1% | -3% | -5%
O=C(Nc1nccs1)C(=O)c1c[nH]c2ccccc12 | -20% | -20% | -10%
Cc1sc2nc(CN3CCOCC3)[nH]c(=S)c2c1C | ? | -13% | ?
CCOc1cc(C2c3c(oc4ccccc4c3=O)C(=O)N2Cc2ccccc2Cl)ccc1O (stereo not given) | ? | 3% | ?
C[C@H](NC(=O)Cc1cccc2ccccc12)C(=O)N1CCOCC1 | 1% | -2% | -2%
COCCN1CCCC(CNCc2cn(C)nc2-c2ccc(Oc3ccccc3)cc2)C1 (stereo not given) | 5.8µM* | 1% | 18µM*
COc1ccc(NC(=O)c2ccccc2N(Cc2ccccc2)S(C)(=O)=O)cc1 | ? | -3% | ?
CCCCn1c(N)c(N(CCOC)C(=O)CCC2CCCCC2)c(=O)[nH]c1=O | -3% | 2% | -22%

# Sorted by heavy-atom count (low to high): some entries from above.
SMILES | TDP1 cell noCPT | KAT2A inh | TDP1 cell CPT
Cc1sc2nc(CN3CCOCC3)[nH]c(=S)c2c1C | ? | -13% | ?
CC(C)(C)OC(=O)CNC(=O)c1nc[nH]c1C(=O)N1CCNCC1 | 1% | -3% | -5%
CCCCn1c(N)c(N(CCOC)C(=O)CCC2CCCCC2)c(=O)[nH]c1=O | -3% | 2% | -22%

# (cont.)
SMILES | TDP1 cell noCPT | KAT2A inh | TDP1 cell CPT
CN(C(=O)C(C)(C)C)[C@H]1C[C@H]2c3[nH]c4ccccc4c3CCN2C(=O)[C@H]1CO | -27% | . | -15%
Cc1cc(=O)n2nc(N3CCCC(C(=O)NCc4ccccc4C)C3)sc2n1 (stereo not given) | -16% | ? | -21%
CCOc1c(Br)cc(C2CC(=O)Nc3cc(OC)c(OC)cc32)cc1OC (stereo not given) | 23µM* | -2% | ?
Cc1c(C(=O)O)oc2ccc(S(=O)(=O)N3CC(C)CC(C)C3)cc12 (stereo not given) | -20% | -22% | -15%
COCC1CCN(C(=O)c2ccc3oc(CCCc4ccccc4)nc3c2)C1 (stereo not given) | ? | -35% | ?
Clc1ccccc1Nc1ncnc2c1nc1n2CCCCC1 | ? | 7% | 8.2µM*
COc1cc(CCC(=O)Nc2ccc(S(=O)(=O)N3CCCC3)cc2)cc(OC)c1OC | ? | 0% | -25%
CCCCC(Br)C(=O)Nc1ccc(S(=O)(=O)Nc2cc(C)nc(C)n2)cc1 (stereo not given) | -29% | 1% | -3%
CCOc1ccc(CNC(=O)c2cnc3sc(N4CCC(C)CC4)nn3c2=O)cc1OC | 1% | 21% | ?
Cc1ccccc1-c1nc2cc(Cl)ccc2c(=O)o1 | 16µM* | ? | ?
CC1CCN(C(=O)c2ccc(S(=O)(=O)N3CCCC3)cc2)CC1 | 17% | 1% | -24%
Cc1cccc(OCC(=O)Nc2cc(-c3nc4cc(Cl)ccc4o3)ccc2C)c1 | ? | . | 7.1µM*
O=C(NC1CC1)c1ccc(S(=O)(=O)NC2CCCCCC2)cc1 | ? | -5% | ?
Cc1cccc(C)c1NC(=O)Cn1c(=O)n(CCC(=O)NCc2ccc3c(c2)OCO3)c(=O)c2sccc21 | -19% | -1% | -5%
O=C(c1ccc2c(c1)OCO2)N1CCC(Cc2ccccc2)CC1 | ? | -14% | -25%
CCOC(=O)c1c(NC(=O)c2ccc(S(=O)(=O)N(C)CC3CCCO3)cc2)sc2c1CCN(C)C2 (stereo not given) | ? | -2% | ?
O=C(Cc1ccccc1[N+](=O)[O-])OCC(=O)c1ccccc1Br | 12% | -5% | -11%
O=C(NC(Cc1ccccc1)C(=O)O)c1ccc(S(=O)(=O)N2CCCCC2)cc1 (stereo not given) | 2% | -5%[0.501 µM] | -4%
Cc1nc(N2CCC(C(N)=O)CC2)c2nnn(Cc3ccccc3)c2n1 | -10% | 0% | -10%
O=C(NCCc1ccc(F)cc1)C(=O)NCC(c1ccco1)S(=O)(=O)c1cccs1 (stereo not given) | ? | -1% | ?
COc1ccc(CN(Cc2ccccc2)C(=O)c2ccco2)cc1COc1ccc(NC(C)=O)cc1 | ? | . | ?
Cc1onc(-c2c(Cl)cccc2Cl)c1C(=O)N1C=CC(C(F)(F)F)=NCC1 | ? | -24% | ?
